miR122 inh: blocks miR-122 activity in Huh7 sensor cells; hit rate 0.3% among 340,000; Huh7 miR-122 Renilla luciferase sensor, 48 h; neutral wells = 0, positive control = 100; activation (reporter increase), % at 12.5 µM;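 active means mean replicate activation score at least 90 and every replicate individually at or above 90; inconclusive means only one of the two criteria met; inactive means neither criterion met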;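 further: higher luciferase means less miR-122 activity so hits act as miR-122 inhibitors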
Numbers without * were called inactive; u = inconclusive.

SMILES | miR122 inh
O=C(O)CCCC(=O)Nc1cccc(-c2nc3ccccc3[nH]2)c1 | -2.6
CS(=O)(=O)N1CCC(C(=O)N2CCC(Cc3ccccc3)CC2)CC1 | -1.4
Cc1csc(NC(=O)CCNS(=O)(=O)c2ccc3c(c2)c(=O)n(C)c(=O)n3C)n1 | -7.2
Cc1ccc2cc(/C=N/NC(=O)CN3CCOCC3)c(Cl)nc2c1 | -4.8
CC(=O)Nc1ccc(OC(=O)C(CCS(C)(=O)=O)N2C(=O)c3ccccc3C2=O)cc1 (configuration not stated) | -17.6
CCc1ccc2c(c1)C(c1ccc([N+](=O)[O-])cc1)=NNC(c1ccc(F)cc1)=N2 | 30.2
Oc1cc(Cc2ccccc2)cnc1CN1CCOCC1 | 9.4
CC(=O)Nc1ccc(S(=O)(=O)NCC(C)NS(=O)(=O)c2ccc(NC(C)=O)cc2)cc1 (configuration not stated) | -2.5
C=CCCCOc1ccc(C(=O)O)cc1 | -3.2
Cc1ccc(Cl)cc1NC(=O)COC(=O)C1CCCC1 | 3.0
Cc1ccccc1OCC(=O)NC(=S)Nc1ccc2c3c(cccc13)CC2 | -2.0
COc1ccc(Cl)cc1NC(=O)C1CCCN(S(=O)(=O)c2cccc3nonc23)C1 (configuration not stated) | 3.9

SMILES | miR122 inh
Cc1cc(OCC(=O)NCCN2CCOCC2)cc(C)c1Br | -1.5
CCN(CC)S(=O)(=O)c1cccc(C(=O)OCC(=O)N2CC(=O)Nc3ccccc32)c1 | 10.9
COc1ccc(N2CCN(CCNS(=O)(=O)c3cccc4nsnc34)CC2)cc1 | -4.7
CCOC(=O)N(Cc1ccccc1)C(C(=O)O)C(C(=O)O)N(Cc1ccccc1)C(=O)OCC (configuration not stated) | -3.0
CCOc1ccc(NC(=O)c2ccc(CSc3nnnn3C)cc2)cc1 | 0.1
COc1ccc(C(=O)NCC2OCCc3ccccc32)cc1 (configuration not stated) | -3.7
O=C(c1ccc(F)cc1F)N1CCN(c2ncccn2)CC1 | -0.8
COC(=O)c1ccccc1NC(=O)CSCC(=O)Nc1ccccc1OC | 3.3
CC(C)On1c(SC(C)C)nc2ccccc2c1=O | -7.4
COCCn1c(N)c(C(=O)NCC2CCCO2)c2nc3ccccc3nc21 (configuration not stated) | -2.4
CCn1c(COc2ccc(C)cc2)nnc1SCC(=O)NNC(=O)c1ccc(OC)cc1 | -4.9
Cc1cc(C(=O)N(C2CCCCC2)C2CCCCC2)no1 | -3.2

SMILES | miR122 inh
CCc1c(C(C)S(=O)(=O)c2ccc(C)cc2)[nH]c(=O)n1-c1ccc(OC(F)(F)F)cc1 (configuration not stated) | -5.8
Cn1nnnc1SCc1ccccc1F | 2.5
COc1cc(-c2nc3n(n2)C(c2ccncc2)C(C(N)=O)=C(C)N3)cc(OC)c1OC (configuration not stated) | 1.3
CCOC(=O)c1ccc(-n2c(=O)[nH]c3ccccc3c2=O)cc1 | 1.5
Cc1nc2cc(F)ccc2n1C1CCN(S(=O)(=O)c2ccccc2)CC1 | 5.9
Clc1ccc(-c2nnc(SCc3cn4ccsc4n3)n2CC2CCCO2)cc1 (configuration not stated) | 23.5
CCOc1ccc(N(CCC#N)S(=O)(=O)c2ccc(OC)cc2)cc1 | 3.5
Cc1nc2nc(C)c(CCC(=O)NC(C)c3ccc4c(c3)OCCO4)c(C)n2n1 (configuration not stated) | -1.2
O=C(Cc1ccc(-n2c(=O)[nH]c3ccccc3c2=O)cc1)N1CCN(c2cccc(Cl)c2)CC1 | -6.7
CCC(c1nnnn1CCOC)N(Cc1ccc(C)cc1)Cc1cc2cc(OC)ccc2[nH]c1=O (configuration not stated) | -1.2
COc1ccc2nc(NC(=O)CSc3nc4ccccc4o3)sc2c1 | -5.0
CC(O)C(=O)N/N=C/c1cccc(Cl)c1Cl (configuration not stated) | -3.9

SMILES | miR122 inh
Cc1ccc(C2/C(=C(/O)c3ccccc3)C(=O)C(=O)N2CCN2CCOCC2)o1 (configuration not stated) | -6.9
O=C(COc1cccc2cccnc12)Nc1nccs1 | 7.6
COc1ccc(N2CCN(C(=O)CCNS(=O)(=O)c3ccc(Br)s3)CC2)cc1 | 70.9
Cc1[nH]nc2c1C(=O)CC(C)(C)C2 | 0.1
O=C(Nc1ccc2nc(-c3ccccc3)oc2c1)c1ccco1 | -6.3
CCN(CC)c1ncnc2c1ncn2Cc1c(Cl)cccc1Cl | 0.4
COC(=O)c1[nH]c2cccc(OC)c2c1NC(=O)CCN1CC(C)CC(C)C1 (configuration not stated) | 0.7
COc1cc(S(=O)(=O)N2CCC(C(N)=O)CC2)c(C)cc1C | 5.1
CC(Sc1cnc2ccccc2n1)C(=O)O (configuration not stated) | -5.3
CCC(C)OC(=O)C(C)Oc1ccc(-c2ccccc2)cc1 (configuration not stated) | -4.3
CCCn1c(O)c(CN2CCCC(C)C2)c(C)c(C#N)c1=O (configuration not stated) | -2.8
CCOC(=O)C(C(=O)OCC)C(Nc1ccc(Br)cc1)c1ccccc1 (configuration not stated) | 1.2

SMILES | miR122 inh
COc1cc(O)oc1C=Nc1ccccc1 | -1.4
CCOC(=O)C1CCN(C(=O)Nc2ccc(NC(=O)C3CCN(C(=O)OCC)CC3)cc2)CC1 | -4.4
O=C1N2CCSC2=NC1(Nc1nccs1)C(F)(F)F (configuration not stated) | -2.8
CCOc1ccc(NC(=O)CCC(=O)N/N=C/c2ccc([N+](=O)[O-])s2)cc1 | -2.5
O=C1C(Cl)=C(N2CCN(Cc3ccccc3)CC2)C(=O)N1Cc1ccccc1 | 0.3
COC(=O)CC1C(=O)NCCN1C(=S)Nc1cccc(C)c1 (configuration not stated) | 3.2
CCc1c(O)nc(SCC(=O)NCc2ccco2)[nH]c1=O | -8.6
O=[n+]1c2c(n([O-])c3cc(F)c(N4CCCC4)cc31)CCCC2 | -9.7
O=C(CSc1nc2ccccc2c(=O)n1Cc1ccco1)c1ccc(F)cc1 | 4.8
Cc1cccc(NS(=O)(=O)c2cccs2)c1 | 23.2
COc1ccc2cc(C3(C)NC(=O)N(CC(=O)Nc4c(C)n(C)n(-c5ccccc5)c4=O)C3=O)ccc2c1 (configuration not stated) | -10.7
O=C(Nc1nccs1)c1ccccc1N=Cc1ccccc1 | -5.5

SMILES | miR122 inh
CCn1nnc(NC(=O)c2ccccc2Br)n1 | -3.1
CCOc1cccc(N2C(=O)CC(n3cnc4ccccc43)C2=O)c1 (configuration not stated) | -10.6
Cc1cc2nc(CCN(Cc3cccnc3)C(=S)Nc3ccccc3)[nH]c2cc1C | 2.7
Fc1ccccc1CSc1nnc(-c2ccccc2)o1 | -8.2
CCN(CC(=O)Nc1ccc2c(c1)OC(F)(F)O2)Cc1nc2ccccc2c(=O)[nH]1 | -2.4
Nc1cc(N)nc(SCC(=O)N2CCc3ccccc32)n1 | -4.1
O=C(N1CCOCC1)N1CCC(n2nnc3ccccc32)CC1 | -4.0
N/C(=N\OC(=O)Cc1ccc(Cl)cc1)c1ccccn1 | -9.8
Cc1ccc2sc(C)[n+](CCC(C)S(=O)(=O)[O-])c2c1 (configuration not stated) | 5.7
COc1cc(Cl)c(S(=O)(=O)N2CC(C)OC(C)C2)cc1Cl (configuration not stated) | 4.5
CCCCC(=O)Nc1ccc(C(=O)Nc2ccc(S(=O)(=O)N3CCCC3)cc2)cc1 | -11.6
CC(=O)c1ccc(NC(=O)CCSCCC(=O)Nc2ccc(C(C)=O)cc2)cc1 | -3.2

Another view of 4 compounds above:
miR122 inh	Structure
-3.1	CCn1nnc(NC(=O)c2ccccc2Br)n1
-10.6	CCOc1cccc(N2C(=O)CC(n3cnc4ccccc43)C2=O)c1 (configuration not stated)
2.7	Cc1cc2nc(CCN(Cc3cccnc3)C(=S)Nc3ccccc3)[nH]c2cc1C
-8.2	Fc1ccccc1CSc1nnc(-c2ccccc2)o1

Further results follow.
SMILES | miR122 inh
CC(NC(=O)CSc1nc(=O)cc(N)n1CCc1ccccc1)c1ccccc1 (configuration not stated) | -10.6
Cc1cc2occ(CC(=O)Nc3nnc(C4CC4)s3)c2cc1C | 5.9
CCOc1ccc2nc(SCC)[nH]c2c1 | -19.2
Cc1cc(NC(=O)CSc2nnc3c(C)cc4cc(C)c(C)cc4n23)no1 | 6.3
COc1ccc(Nc2nnc(SCC(=O)/C=C3/N(C)c4ccccc4C3(C)C)s2)cc1 | 3.4
Cc1ccc(-n2nnnc2SCCNS(=O)(=O)c2ccccc2)cc1C | 10.0
COC(=O)c1ccc(Cl)c(NC(=O)CN(c2ccc(OC)c(OC)c2)S(C)(=O)=O)c1 | -3.8
CC(C)Oc1ccc(/C=N/NC(=O)C(CSCc2ccccc2)NC(=O)c2ccc([N+](=O)[O-])cc2)cc1 (configuration not stated) | -0.6
CCOC(=O)c1c(N)sc(C(=O)N2CCCC2)c1C | -0.5
O=C(Cc1ccccc1F)Nc1ccc(Cl)nc1 | -3.8
O=C1CCc2nc3ccccc3c(=O)n2N1 | -4.5
Cc1ccc(/C=N/c2sc3c(c2C#N)CCC3)s1 | 7.0

SMILES | miR122 inh
Clc1ccc(Cn2ccc(-c3ccc4c(c3)OCO4)n2)cc1Cl | 13.5
O=C(Nc1ccccc1N1CCCC1)c1ccco1 | -3.9
O=C(Cn1cnc2ccccc2c1=O)c1ccccc1 | 49.0
COCCCn1c(N)c(-c2nc3ccccc3n2C)c2nc3ccccc3nc21 | -9.1
Cc1ccc(-n2c(C)n[nH]c2=S)cc1 | -4.7
Cn1c(=O)cc(OCC(=O)NCc2ccccn2)c2ccccc21 | 14.5
COc1ccc(/C=N/NC(=O)Cc2csc(Nc3cccc(C(F)(F)F)c3)n2)c(OC)c1 | 6.5
CC(=O)OC(C(=O)NCc1ccc(F)cc1)c1ccccn1 (configuration not stated) | -6.1
COc1cc2ccccc2cc1C(=O)Nc1ccc(Cc2ccncc2)cc1 | 7.9
Cc1cc(=O)[nH]c(-n2[nH]c3c(c2=O)CCCC3)n1 | 10.2
CC(C)(C)n1ncc2c(=O)n(CC(=O)N3CCCCCC3)cnc21 | 8.0
Cc1ccc(NC(=O)CN2C(=O)COc3ccc(C)cc32)nc1 | -7.0

SMILES | miR122 inh
COc1ccc(-c2nc3c(n2O)CCCC3=O)cc1OC | -1.4
CC1=CCC(C(=O)N/N=C/c2cccs2)C(c2ccc(F)cc2)C1 (configuration not stated) | 5.3
COc1cccc(-c2ncc3ccccn23)c1 | -5.5
CC(C)(C)C1CCc2[nH]nc(C(=O)O)c2C1 (configuration not stated) | -4.6
CCCCCC(=O)Nc1c(-c2cccs2)c(=O)c2ccccc2n1C | 0.4
Cc1ccc(C(C)(C)C)cc1S(=O)(=O)Nc1cccc(S(=O)(=O)NC2=NCCC2)c1 | u
CCC(=O)Nc1nc2nc(-c3ccccc3)cc(-c3ccccc3)n2n1 | -11.2
Cc1ccc(Cl)cc1N1CCN(Cc2nnnn2C2CCCCC2)CC1 | -2.0
CC(=O)Nc1ccc(S(=O)(=O)NC(=O)C23CC4CC(CC(C4)C2)C3)cc1 | 8.0
CCOc1ccccc1NC(=O)N1CCC(NC(=O)c2cccc(C)c2)CC1 | -1.2
O=C(NCCN1CCOCC1)c1cc(=O)[nH]c2ccc(Br)cc12 | -4.0
COC(=O)Nc1nnc(SCc2ccc(C)cc2)s1 | -9.1

SMILES | miR122 inh
O=C(O)CCn1[nH]c(=O)ccc1=O | -2.2
c1csc(Cn2nnnc2CN2CCN(c3nc4ccccc4s3)CC2)c1 | 4.9
CN(C)CCCNC(=S)NCc1ccc(Cl)cc1 | -2.8
CCNC(=S)N(CCc1cccc(C)c1)Cc1cc2cc(OC)c(OC)cc2[nH]c1=O | 9.8
COc1cccc(Sc2ccccc2CN(C)C)c1 | -4.7
CCOC(=O)C1CCN(C(=O)c2cc(OCC)c(OCC)c(OCC)c2)CC1 | -11.4
Cn1c(SCC(=O)N2CCc3ccccc3C2)nnc1-c1ccncc1 | -0.9
COc1ccc(C2=NOC(C(=O)N3CCCc4ccccc43)C2)cc1 (configuration not stated) | -4.9
CC(=O)Nc1ccc(SCC(=O)c2cc(C)n(C)c2C)cc1 | 31.8
CN(C)S(=O)(=O)c1cc(NC(=O)COC(=O)Cc2ccc(Cl)cc2Cl)ccc1Cl | -3.0
Cn1c(N/N=C/c2ccccc2)nc2sc3c(c2c1=O)CCC3 | -3.3
c1ccc2c(c1)oc1c(Nc3ccc4c(c3)OCO4)ncnc12 | 2.6

SMILES | miR122 inh
Cc1cc(CSc2ccccc2)ccc1NC(=O)COc1ccccc1 | -9.0
CC(=O)c1ccc(C(C)(C)c2ccc(C(C)=O)s2)s1 | 10.9
COc1cccc(CNCCOCCO)c1OC | 0.7
CCOC(=O)C1CCCN(C(=O)N2CCOCC2)C1 (configuration not stated) | -2.3
Cc1cccc(-c2nnc3sc(-c4ccccc4)nn23)c1 | 2.1
COC(=O)c1ccccc1NC(=O)c1ccc(-c2cccc(Cl)c2)o1 | -4.5
CCCNS(=O)(=O)c1ccc(CCC(=O)Nc2ccc3c(c2)OCO3)cc1 | 10.7
CCN(CC)c1ccc(N=Cc2ccc(N(CC)CC)cc2O)cc1 | 2.0
COc1ccc(N2CS(=O)(=O)/C(=C/N(C)C)C2=O)cc1 | 4.3
O=C(NC1CCCCCCC1)C1CCN(S(=O)(=O)N2CCCC2)CC1 | -6.0
CCOc1ccccc1OCC(=O)Nc1ccc(S(=O)(=O)N(C)C)cc1 | 7.6
CCN(CC)C(=O)COn1c(SCC(=O)N(CC)CC)nc2ccccc2c1=O | -3.8

SMILES | miR122 inh
CCc1ccc2oc(-c3cccc(N)c3)nc2c1 | 2.2
COc1ccccc1-n1cnc2cc(NCc3cccs3)ccc21 | 34.9
Cc1[nH]c2ccccc2c1/C=N/NC(=O)Cc1cccs1 | -0.6
Cc1sc2ncnc(OCC(=O)Nc3ccc4c(c3)OCCO4)c2c1C | 3.8
COn1c(C)c(C(C)=O)c2c3nonc3ccc21 | -8.0
Cc1cccc(CSc2nc3sc(C)c(C)c3c(=O)n2Cc2ccco2)c1 | -19.3
N#CC1=C(S)N=C(N)C(c2nc(-c3ccccc3)cs2)C12CCCCC2 (configuration not stated) | 9.2

This is a subset, so the mix of outcomes need not match the whole.
